# MITF TRPM1 inh = inhibitors of MITF-dependent TRPM1 promoter reporter, primary screen, cell-based, SK-MEL-5, single point, luciferase. 0.83% of 330,000 active. SK-MEL-5 TRPM1 promoter luciferase, 24 h. inhibition, % at 12.5 µM;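 active = mean inhibition across replicates of 60% or more, whatever share of single replicates reaches that level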; also: values of inactives mirror those of a sister screen read the other way
# HIF-2a block = HIF-2a reporter inhibitors, primary screen, luminescence, 786-0 RCC cells | 786-0 RCC cells HIF-2a reporter, luciferase luminescence, overnight | inhibition, % at 18.8 µM | 0.72% of 360,000 active;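 active = inhibition of the luminescence signal of 40% or more relative to plate controls, in a single-dose primary screen at 18.75 µM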
# NR2E3 ag-1 = inhibitors of NR2E3-RetCOR corepressor binding, primary screen, NR2E3 agonist project, biochemical, TR-FRET, GST-NR2E3, biotin-RetCOR; 1536-well; inhibition of corepressor binding, % at 4.78 µM; 0.12% of 320,000 active; AID 2300, 2010;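 active = percent inhibition above the cutoff of mean plus 3 SD of all tested compounds, set per screening campaign, cut at about 20% in these data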;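 also: 0% = DMSO wells and 100% = biotin wells as full block of FRET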
# Target sequence (Q9Y5X4 whole entry, looked up): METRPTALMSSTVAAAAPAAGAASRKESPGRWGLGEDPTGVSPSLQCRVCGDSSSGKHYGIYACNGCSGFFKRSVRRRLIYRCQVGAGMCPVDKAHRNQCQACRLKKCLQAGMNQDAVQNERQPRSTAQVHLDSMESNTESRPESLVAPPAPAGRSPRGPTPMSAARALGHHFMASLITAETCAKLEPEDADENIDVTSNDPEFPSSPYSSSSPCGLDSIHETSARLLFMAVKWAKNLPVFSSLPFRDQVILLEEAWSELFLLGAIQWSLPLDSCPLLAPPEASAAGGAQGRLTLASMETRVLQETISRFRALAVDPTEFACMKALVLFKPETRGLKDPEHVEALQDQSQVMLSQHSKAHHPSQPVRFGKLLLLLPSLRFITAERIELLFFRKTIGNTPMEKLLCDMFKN
#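 System: GST-tagged NR2E3 plus biotinylated RetCOR corepressor; Buffer or medium: pH 7.5 Tris-based buffer; Probe or stimulus: RetCOR corepressor, biotinylated, 7 nM; Doses: compound at 4.8 µM, single dose; Schedule: 5 h incubation at 4 °C; Technique: time-resolved FRET; Evaluation: percent inhibition of TR-FRET ratio; Replication: one well per compound, singlicate testing.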
# KKLEB cytotox = cytotoxicity in KKLEB CF airway cells, primary screen, cytotoxicity control for CF NF-kB inhibitor project, cell-based, uHTS, fluorescence assay plates | activity change (cytotoxicity), % at 5 µM | 0.36% of 360,000 active | AID 602141, 2011 | KKLEB CF airway cells viability, ATPlite luminescence, overnight; stronger effect = lower value; cells stimulated with P. aeruginosa culture filtrate;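 active = corrected activity change at or below -50% at 5 µM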
# Peg3 promoter = Peg3 promoter-driven luciferase inhibitors, primary screen, cell-based, HeLa, luciferase luminescence; HeLa PEG-Prom luciferase reporter, overnight; inhibition, % at 20 µM; 1.7% of 360,000 active;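 active = inhibition of at least 50% at 20 µM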
# hiPSC survival = enhancers of single-cell hiPSC survival, primary screen, ATPlite luminescence; survival enhancement, % at 20 µM; 100% = ROCK inhibitor wells, 0% = DMSO; 0.044% of 360,000 active; in the data active = survival enhancement above about 18%;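 also: cells exposed to compounds for 16 hours before the ATP read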
# NR2E3 ag-2 = NR2E3 agonists in two-hybrid cells, primary screen, cell-based, luminescence, CHO-S, Gal4-NCOR/VP16-NR2E3 | inhibition of corepressor binding, % at 3.98 µM | 0.35% of 360,000 active | luciferase | AID 602229, 2012;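 active = inhibition above the mean of all tested compounds plus 3 SD, cut at about 70% in these data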;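 also: 0% = DMSO with NR2E3 transfected cells and 100% = cells lacking NR2E3 construct; higher means lower luciferase signal from less NR2E3 corepressor binding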
# C8 TRAIL sens = viability loss with TRAIL in NB7+C8 cells, primary screen, TRAIL sensitizer project, cell-based, ATPlite luminescence. inhibition (viability loss, TRAIL sensitization), % at 10 µM. 1% of 360,000 active. AID 624354, 2012;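 active = compounds causing at least 50% loss of cell viability in the single-dose screen, relative to plate controls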
# CF NFkB inh = inhibitors of PAF-induced NF-kB signaling, primary screen, cell-based, GFP fluorescence, uHTS. KKLEB NF-kB-GFP reporter, GFP fluorescence overnight. inhibition, % at 5 µM. 0.86% of 360,000 active. AID 588850, 2011;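 active = at least 50% inhibition at 5 µM, scaled per plate between neutral and stimulator controls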;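 also: PAF is a Pseudomonas aeruginosa culture filtrate used as stimulus; plate controls were PAF-stimulated DMSO wells for no effect and unstimulated DMSO wells for full effect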
# EBV LMP1 NFkB = EBV LMP1-driven NF-kappaB luciferase reporter inhibitors, primary screen, cell-based, luminescence, single point | LMP1-induced NF-kappaB luciferase reporter cells | inhibition, % at 12.5 µM | 0.69% of 350,000 active | AID 504558, 2011; in the data active = inhibition above about 41%;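 also: 0% = neutral control wells and 100% = reference inhibitor control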
# Shn3 inh set2 = reduction of Shn3 3'UTR firefly luciferase signal, primary screen, Schnurri-3 inhibitor project, cell-based, Clone20 osteoblasts, set 2 | Clone20 osteoblast Shn3 3'UTR firefly luciferase, 24 h | inhibition, % at 12.5 µM | 0.52% of 360,000 active;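 active = mean inhibition of at least 75% with every replicate also reaching 75%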;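 also: 0% = median of neutral control wells and 100% = pilot-screen positive control compound; some compounds past the cut are filed as inactive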
# An asterisk follows results filed as active; x = no result given. Only part of the results is shown; the hit share may differ from the screen's.
no.	Compound	EBV LMP1 NFkB	NR2E3 ag-1	HIF-2a block	KKLEB cytotox	CF NFkB inh	C8 TRAIL sens	hiPSC survival	MITF TRPM1 inh	Shn3 inh set2	Peg3 promoter	NR2E3 ag-2
1	COc1ccc(N2CCN(C(=S)Nc3ccc(S(N)(=O)=O)cc3)CC2)cc1	7	-2	6	7	4	-9	-0.8	6	17	10	8
2	O=C(NNS(=O)(=O)c1ccc(F)cc1)c1cnn(-c2ccccc2)c1C(F)(F)F	0	-1	0	5	-8	-3	3.4	-3	-6	26	-29
3	COc1ccccc1N1CCNC(C)C1=O (centres undefined)	5	3	21	5	-20	7	-0.2	-8	-16	14	-7
4	C#Cc1ccc([C@@H]2C=C(C(=O)N3CCN(Cc4ccccc4)CC3)O[C@H](OCC)[C@H]2CCCO)cc1	0	0	3	9	-3	16	-2.1	3	9	7	-44
5	CC1=C(C(=O)OC(C)C)C(c2ccc(C)o2)NC(=O)N1 (centres undefined)	-4	-2	11	3	-5	1	1.6	-7	-5	18	-3
6	Cc1ccc2[nH]cc(C(=O)CN3CCN(c4ccccn4)CC3)c2c1	2	-2	2	-2	6	8	-0.9	5	14	-16	2
7	O=C(Nc1ccccc1Cl)c1cccc(NC(=O)C2CCCC2)c1	5	-2	-24	2	7	-13	0.0	-5	10	-22	-30
8	COc1ccc(Nc2nc(C)cc(C)c2C#N)cc1OC	8	2	-4	2	-40	2	-0.5	11	4	-4	5
9	CCOC(=O)C1CCCN(C2=C(NS(=O)(=O)c3ccc(Br)cc3)C(=O)c3ccccc3C2=O)C1 (centres undefined)	0	-1	-21	7	5	-2	0.0	8	4	-3	-22
10	NC(=O)CSc1nc2ccccc2c(=O)n1CCc1ccccc1	-10	1	-65	0	-4	-1	0.3	-10	-2	-8	-18
11	COc1ccc(C2C(C#N)=C(C)NC3=C2C(=O)c2ccccc23)cc1 (centres undefined)	4	3	23	4	-34	-7	-0.9	-3	15	20	-12
12	COCCN1Cc2cccc(C(=O)N3CCN(c4ccccc4)CC3)c2C1=O	0	1	-1	3	8	0	5.4	3	-9	-2	-11
13	COc1ccccc1OCCN(C#N)c1nc(N(C)C)nc(N(C)C)n1	8	6	-5	-8	13	-3	0.7	-12	-9	13	5
14	O=C(COc1cc2oc(=O)cc(-c3ccccc3)c2cc1Cl)NCCN1CCOCC1	4	-2	7	-4	-4	-9	-0.3	9	12	8	-1
15	COc1ccc(S(=O)(=O)N2CCCC(C(=O)NC3CC3)C2)cc1Cl (centres undefined)	4	-4	6	6	2	-19	-0.1	18	-8	12	-20
16	COc1ccc(Cl)cc1C(=O)Nn1cnc2ccccc2c1=O	3	0	-24	8	2	13	-3.0	-7	13	-8	-5
17	COc1ccccc1CNC(=O)COC(=O)c1ccc(-n2cnnn2)cc1	-3	-2	-1	2	-24	-9	0.0	4	-10	-17	-4
18	O=c1[nH]c(CCC2CCCC2)nc2ccccc12	3	-1	-53	-12	1	4	-1.7	-2	7	-13	-20
19	CCCn1c2ccccc2c2nnc(SCC(=O)OC)nc21	-2	-1	12	-2	6	15	2.3	4	9	7	1
20	O=C(OCC#CCSc1nnc(-c2ccc([N+](=O)[O-])cc2)o1)c1cccs1	3	-3	-18	3	-2	3	1.6	0	-4	-18	-17
21	COc1ccccc1S(=O)(=O)Cc1ccc(C(=O)N2CCN(c3cccc(Cl)c3)CC2)o1	16	0	14	-2	10	-5	-0.1	11	25	45	-73
22	NC(=O)COC(=O)c1cccc(S(=O)(=O)N2CCN(c3ccccc3)CC2)c1	6	0	11	20	-4	-2	0.0	-1	-1	-4	1
23	Cc1cc(C(=O)Nc2ccc3c(c2)OCO3)cs1	-21	0	-154	1	10	36	-2.3	-17	-47	-203	-86
24	CSCCC(NC(=O)c1ccccc1)C(=O)NC1CCCC1 (centres undefined)	-3	-2	-10	-3	-2	-5	4.3	-10	15	-2	10
25	ClC(Cl)(Cl)c1nc(N/N=C/c2ccncc2)c2ccccc2n1	4	0	12	-11	-6	-4	0.2	9	13	19	8

# Part of the list above, with values under each structure:
# Every second line gives: EBV LMP1 NFkB, NR2E3 ag-1, HIF-2a block, KKLEB cytotox, CF NFkB inh, C8 TRAIL sens, hiPSC survival, MITF TRPM1 inh, Shn3 inh set2, Peg3 promoter, NR2E3 ag-2
(16) COc1ccc(Cl)cc1C(=O)Nn1cnc2ccccc2c1=O
    3, 0, -24, 8, 2, 13, -3.0, -7, 13, -8, -5
(17) COc1ccccc1CNC(=O)COC(=O)c1ccc(-n2cnnn2)cc1
    -3, -2, -1, 2, -24, -9, 0.0, 4, -10, -17, -4
(18) O=c1[nH]c(CCC2CCCC2)nc2ccccc12
    3, -1, -53, -12, 1, 4, -1.7, -2, 7, -13, -20
(19) CCCn1c2ccccc2c2nnc(SCC(=O)OC)nc21
    -2, -1, 12, -2, 6, 15, 2.3, 4, 9, 7, 1
(20) O=C(OCC#CCSc1nnc(-c2ccc([N+](=O)[O-])cc2)o1)c1cccs1
    3, -3, -18, 3, -2, 3, 1.6, 0, -4, -18, -17
(21) COc1ccccc1S(=O)(=O)Cc1ccc(C(=O)N2CCN(c3cccc(Cl)c3)CC2)o1
    16, 0, 14, -2, 10, -5, -0.1, 11, 25, 45, -73
(22) NC(=O)COC(=O)c1cccc(S(=O)(=O)N2CCN(c3ccccc3)CC2)c1
    6, 0, 11, 20, -4, -2, 0.0, -1, -1, -4, 1
(23) Cc1cc(C(=O)Nc2ccc3c(c2)OCO3)cs1
    -21, 0, -154, 1, 10, 36, -2.3, -17, -47, -203, -86
(24) CSCCC(NC(=O)c1ccccc1)C(=O)NC1CCCC1 (centres undefined)
    -3, -2, -10, -3, -2, -5, 4.3, -10, 15, -2, 10
(25) ClC(Cl)(Cl)c1nc(N/N=C/c2ccncc2)c2ccccc2n1
    4, 0, 12, -11, -6, -4, 0.2, 9, 13, 19, 8

# (continued)
no.	Compound	EBV LMP1 NFkB	NR2E3 ag-1	HIF-2a block	KKLEB cytotox	CF NFkB inh	C8 TRAIL sens	hiPSC survival	MITF TRPM1 inh	Shn3 inh set2	Peg3 promoter	NR2E3 ag-2
26	NC(=O)CC(NC(=O)Cc1ccc(Cl)cc1)c1ccc(NC2CCCCCC2)c([N+](=O)[O-])c1 (centres undefined)	5	2	-12	-2	-19	5	2.6	-7	-5	5	-52
27	O=C(Nc1ccccc1Cl)c1ccccc1	-12	3	-184	8	2	-13	1.1	-33	-36	-87	-29
28	CCCS(=O)(=O)NC(=O)C1(C)CCN(C(=O)c2ccccc2F)C1 (centres undefined)	x	x	7	-6	14	-6	2.9	x	-6	0	13
29	Cc1cc(C)nc(N/N=C2/CCSc3ccc(F)cc32)n1	-1	-2	-2	4	-13	-4	-0.8	-8	7	7	-29
30	Cc1ccc(OC(C)C(=O)Nc2ccc3c(c2)n(C)c(=O)n3C)cc1C (centres undefined)	-7	4	15	4	-10	-19	0.4	2	9	11	2
31	COc1ccc(N2CCN(C(CNC(=O)C(=O)NCC3CCCO3)c3ccco3)CC2)cc1 (centres undefined)	-4	3	5	3	3	-16	-1.2	2	53	-1	9
32	O=C1CCCC2=C1CC(C(=O)OCc1ccccc1)C(=O)N2Cc1ccccc1 (centres undefined)	-7	x	8	-1	2	-8	-0.2	-10	-4	-6	-12
33	Cc1ccc(Cl)cc1NC(=O)N[C@@H](CC(C)C)C(=O)O	7	1	1	-7	3	-15	-0.6	11	3	-34	-14
34	CN(Cc1ccccc1F)c1nc(-c2cccnc2)nc2ccccc12	8	-1	19	-4	-6	-22	0.1	3	15	38	-5
35	O=C1CN(C(=O)c2cccc(F)c2)C(c2ccc(F)cc2)c2cc(F)ccc2N1 (centres undefined)	-3	4	14	-5	7	-5	0.1	10	13	10	-20
36	COc1ccc(NC(=O)C2=C(C)C(=O)OC23CCC(C)CC3)c(OC)c1 (centres undefined)	-18	1	11	9	-4	-7	-1.2	3	2	22	-32
37	CCOC(=O)c1cnc2c(-c3ccc(Cl)cc3)cnn2c1C	-36	1	-253	-20	-16	51*	-0.1	-52	-106	-239	-35
38	CC(=O)N1N=C(c2ccc(Cl)cc2)CC1c1ccc([N+](=O)[O-])cc1 (centres undefined)	-17	6	-22	1	1	5	-0.2	3	-2	7	-6
39	CCOC(=O)C1CCCN(C(=O)c2cccs2)CC1 (centres undefined)	x	x	-7	-10	12	-19	-1.5	x	-25	-2	-9
40	CCC(C)(C)NC(=O)CN(Cc1ccco1)C(=O)CCC(=O)Nc1nccs1	-1	2	10	4	14	1	-0.3	3	2	-34	-6
41	C=CCN1C(=S)CC(c2ccccc2)=Nc2ccccc21	9	x	11	-7	3	11	-0.2	-13	11	39	1
42	CC(NC(=O)C1c2ccccc2Oc2ccccc21)C1CCCO1 (centres undefined)	-3	-7	8	-3	15	3	-0.3	-12	-2	22	-18
43	CCOc1ccccc1NC(=O)C(Sc1nnnn1C)c1ccccc1 (centres undefined)	7	-1	4	2	-5	5	2.5	6	0	8	12
44	CN1CCN(C(=O)c2cc(Oc3c(F)c(F)c(F)c(F)c3F)cc(C(=O)N3CCN(C)CC3)c2)CC1	-10	4	16	2	15	-4	0.5	-3	7	8	-32
45	Cc1c(O)c2c(=O)n(-c3ccccc3)c(-c3ccccc3)cc2oc1=O	13	0	9	1	7	8	0.4	0	-3	9	-10
46	O=C(CSc1ccccc1)Nc1cc(S(=O)(=O)N2CCOCC2)ccc1N1CCOCC1	2	0	12	-16	10	-6	-1.2	0	-5	1	-2
47	CCOC(=O)C1=C(COc2ccccc2)NC(=O)NC1c1cccc([N+](=O)[O-])c1 (centres undefined)	4	4	0	-7	10	-3	-2.3	-15	-5	-3	-14
48	CCOC(=O)Oc1ccc2oc(C)c(C(=O)OCCOC)c2c1	3	-4	-1	6	-12	-6	1.1	-19	-25	-87	-36
49	Cc1ccc(Nc2nc(-c3c(C)n(C)n(-c4ccccc4)c3=O)c(C)s2)cc1	-14	-2	-41	-2	-24	7	-1.7	-5	-41	12	-1
50	CCOC(=O)/C(C#N)=C1/CCCCCN1C	-10	-2	-2	1	5	-2	-0.5	-4	-31	-2	-31
51	CN(CCOc1ccc(Cl)cc1)C(=O)c1ccccc1SCC(=O)N1CCCC1	5	-1	14	2	21	1	-1.1	12	8	8	19
52	COc1ccc(-c2coc3cc(OC4OC(CO)C(O)C(O)C4O)cc(O)c3c2=O)cc1 (centres undefined)	-20	0	-218	-5	-3	7	-3.0	-85	-124	-465	-150

# High-throughput results as filed in PubChem BioAssay.
